FEN1 inh – inhibitors of human flap endonuclease 1; P39748; Recombinant FEN1 flap cleavage, fluorescence, 15 min; Potency, µM (titrated, usually from 114 µM), for the others: at the highest dose activity change, negative = inhibition, hits mostly inhibitors; hit rate 0.35% among 390,000; AID 588795; note: nearly all actives have a fitted effect of over 65% in size
Target sequence (P39748 whole entry, looked up): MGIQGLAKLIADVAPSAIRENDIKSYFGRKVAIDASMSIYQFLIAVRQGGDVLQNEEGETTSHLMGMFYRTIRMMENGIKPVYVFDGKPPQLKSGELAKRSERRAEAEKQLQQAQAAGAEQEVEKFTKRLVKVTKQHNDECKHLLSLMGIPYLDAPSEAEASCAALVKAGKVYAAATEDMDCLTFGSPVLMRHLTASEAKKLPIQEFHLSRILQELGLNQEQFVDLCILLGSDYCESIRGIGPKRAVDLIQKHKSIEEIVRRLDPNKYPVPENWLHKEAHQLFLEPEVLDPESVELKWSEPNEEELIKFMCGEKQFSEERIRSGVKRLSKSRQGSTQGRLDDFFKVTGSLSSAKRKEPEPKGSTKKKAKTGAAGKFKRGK
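Potency values derive from four-parameter Hill fits of normalized qHTS data. The reaction used 10 nM FEN1 preincubated 15 min at room temperature with compound, then 50 nM DNA substrate, read at 0 and 15 min.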
TDP1 inh – inhibitors of human tyrosyl-DNA phosphodiesterase TDP1; AID 485290; Potency, µM (series often up to 130 µM), inactives show at the highest dose activity change, negative = inhibition, most hits filed as inhibitors; Q9NUW8; hit rate 0.28% among 350,000; recombinant TDP1, AlphaScreen DNA substrate cleavage; note: nearly all actives have a fitted effect of over 40% in size
Target sequence (Q9NUW8 whole entry, looked up): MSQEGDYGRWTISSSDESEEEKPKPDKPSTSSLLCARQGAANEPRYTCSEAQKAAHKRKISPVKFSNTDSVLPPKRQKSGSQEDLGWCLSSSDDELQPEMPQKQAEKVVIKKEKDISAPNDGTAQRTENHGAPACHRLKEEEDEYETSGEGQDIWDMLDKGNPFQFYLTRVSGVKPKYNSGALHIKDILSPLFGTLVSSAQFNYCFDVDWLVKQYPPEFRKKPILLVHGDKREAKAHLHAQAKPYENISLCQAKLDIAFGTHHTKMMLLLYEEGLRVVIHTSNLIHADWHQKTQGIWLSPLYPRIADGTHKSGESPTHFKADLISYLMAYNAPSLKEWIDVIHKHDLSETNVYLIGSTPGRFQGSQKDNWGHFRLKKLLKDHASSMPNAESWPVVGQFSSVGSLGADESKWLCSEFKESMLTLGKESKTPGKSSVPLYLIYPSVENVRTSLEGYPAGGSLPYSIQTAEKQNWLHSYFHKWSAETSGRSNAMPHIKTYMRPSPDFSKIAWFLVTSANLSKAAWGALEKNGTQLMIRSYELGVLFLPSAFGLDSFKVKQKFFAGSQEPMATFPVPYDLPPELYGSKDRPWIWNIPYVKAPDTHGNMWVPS
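Enzyme-compound mixtures sat 15 min at room temperature, followed by a 5 min reaction with 15 nM final substrate and 10 min with AlphaScreen beads. Recombinant human Tdp1 was used at 1 nM final.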
N370S GC – inhibitors or activators of N370S glucocerebrosidase for Gaucher disease; AID 2101; hit rate 0.092% among 330,000; P04062; N370S GC spleen homogenate, 4MU-glucoside fluorescence; Potency, µM (doses to about 59.4 µM), for inactives: at the top dose activity change, negative = inhibition, actives largely listed as inhibitors;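 note: 0% = full enzyme activity and -100% = no enzyme basal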
An asterisk follows results filed as active; ? = inconclusive; · = not tested or not shown; & = joins results of further samples; [ ] = dose if it differs, or a comment. Calls come from the whole dose curve; as a rule, active = well fitted curve in the direction sought with a large enough effect; inconclusive = small, poorly fitted or top-dose-only effect, or another doubt; inactive = no such curve, though single readings can be large; an effect the other way counts as inactive or inconclusive. Unless noted, % is set by controls: 0 for no effect and ±100 for the full control effect; potency is the fitted concentration of half-maximal effect.

Preview, 16 compounds:
| Compound | TDP1 inh | FEN1 inh | N370S GC |
| --- | --- | --- | --- |
| CCc1nc(NCC2CCCO2)c(C#N)c2c1COC(C)(C)C2 (stereo not drawn) | 0% | 2% | 12% |
| CC1=C(C(=O)OCC2CCCO2)C(c2coc3ccc(Cl)cc3c2=O)C2=C(CCCC2=O)N1 (stereo not drawn) | 3% | 2% | 1% |
| CCC(=O)N1CCc2cc(Br)cc(S(=O)(=O)CCC(=O)Nc3cccc(C)c3C)c21 | 3% | 6% | · |
| COc1cccc(N2CCN(c3nc(C)c(C)c(=O)[nH]3)CC2)c1 | 3% | 4% | -30% |
| CC(=O)Nc1ccc(N2C(=O)CSC2c2cccc(Br)c2)cc1 (stereo not drawn) | · | -1% | -3% |
| CC1=C(C(=O)NCc2ccc(C)cc2)C2(CCCCC2)OC1=O | 3% | 1% | · |
| CCN(CC)CCNC(=O)c1cn(-c2ccccc2)nc1-c1cccs1 | 5% | 7% | 3% |
| CCCCn1c(/C=C/c2ccco2)nc2ccccc21 | 0% | -1% | 3% |
| CC1=NN(C(=O)Cc2ccc([N+](=O)[O-])cc2)C(O)(c2ccccc2)C1 (stereo not drawn) | 2% | 29% | -4% |
| COc1ccc(-c2nc3c4cnn(-c5ccccc5F)c4ncn3n2)cc1 | -2% | -2% | · |
| CCOc1ccccc1C(=O)NC(C)c1ccc2c(c1)OCO2 (stereo not drawn) | 2% | -1% | 18% |
| Cc1cc(C)c2cccc(N)c2n1 | 8% | 2% | -3% |
| CCCN(C(=O)CSc1nc2c(cnn2-c2ccccc2)c(=O)[nH]1)C1CCS(=O)(=O)C1 (stereo not drawn) | 6% | -2% | -9% |
| CC(=O)N[C@@H](Cc1ccc(O)cc1)C(=O)N[C@H](C(=O)N[C@@H](C)C(=O)N[C@H](C=O)CC(=O)O)C(C)C | 2% | · | -2% |
| CCCN1CCN(CCCNC(=O)c2ccc(NC(=O)C3=C(C)OCCS3)cc2)CC1 | 2% | 20% | -6% |
| CCOc1ccc(NC(=O)CSc2ccc(-c3ccccn3)nn2)cc1 | 5% | -1% | 4% |

The whole of this part, from the start:
| Compound | TDP1 inh | FEN1 inh | N370S GC |
| --- | --- | --- | --- |
| CCc1nc(NCC2CCCO2)c(C#N)c2c1COC(C)(C)C2 (stereo not drawn) | 0% | 2% | 12% |
| CC1=C(C(=O)OCC2CCCO2)C(c2coc3ccc(Cl)cc3c2=O)C2=C(CCCC2=O)N1 (stereo not drawn) | 3% | 2% | 1% |
| CCC(=O)N1CCc2cc(Br)cc(S(=O)(=O)CCC(=O)Nc3cccc(C)c3C)c21 | 3% | 6% | · |
| COc1cccc(N2CCN(c3nc(C)c(C)c(=O)[nH]3)CC2)c1 | 3% | 4% | -30% |
| CC(=O)Nc1ccc(N2C(=O)CSC2c2cccc(Br)c2)cc1 (stereo not drawn) | · | -1% | -3% |
| CC1=C(C(=O)NCc2ccc(C)cc2)C2(CCCCC2)OC1=O | 3% | 1% | · |
| CCN(CC)CCNC(=O)c1cn(-c2ccccc2)nc1-c1cccs1 | 5% | 7% | 3% |
| CCCCn1c(/C=C/c2ccco2)nc2ccccc21 | 0% | -1% | 3% |
| CC1=NN(C(=O)Cc2ccc([N+](=O)[O-])cc2)C(O)(c2ccccc2)C1 (stereo not drawn) | 2% | 29% | -4% |
| COc1ccc(-c2nc3c4cnn(-c5ccccc5F)c4ncn3n2)cc1 | -2% | -2% | · |
| CCOc1ccccc1C(=O)NC(C)c1ccc2c(c1)OCO2 (stereo not drawn) | 2% | -1% | 18% |
| Cc1cc(C)c2cccc(N)c2n1 | 8% | 2% | -3% |
| CCCN(C(=O)CSc1nc2c(cnn2-c2ccccc2)c(=O)[nH]1)C1CCS(=O)(=O)C1 (stereo not drawn) | 6% | -2% | -9% |
| CC(=O)N[C@@H](Cc1ccc(O)cc1)C(=O)N[C@H](C(=O)N[C@@H](C)C(=O)N[C@H](C=O)CC(=O)O)C(C)C | 2% | · | -2% |
| CCCN1CCN(CCCNC(=O)c2ccc(NC(=O)C3=C(C)OCCS3)cc2)CC1 | 2% | 20% | -6% |
| CCOc1ccc(NC(=O)CSc2ccc(-c3ccccn3)nn2)cc1 | 5% | -1% | 4% |
| COc1cccc(C(=O)NCC(c2ccc3c(c2)OCO3)N2CCOCC2)c1 (stereo not drawn) | 7% | 13% | · |
| CC(/C=C\c1ccccc1)=C/C(=O)O | 1% | 4% | 2% |
| O=C(CCCn1c(=O)c2cccn2c2cccnc21)NCc1cccc(Br)c1 | 5% | 31% | 4% |
| CCOC(=O)c1c(C)[nH]c(C)c1C(=O)COC(=O)c1ccc(Cl)c(S(N)(=O)=O)c1 | 5% | 3% | -1% |
| O=C(CSc1nnc(NC(=O)c2ccc(S(=O)(=O)N3CCOCC3)cc2)s1)Nc1ccccc1C(F)(F)F | -1% | -1% | -20% |
| Cc1nc(NCc2ccccc2)c2nc(-c3ccccc3)n(C3CCN(Cc4ccccc4)C3)c2n1 (stereo not drawn) | 8% | · | -9% |
| O=c1[nH]c2ccccc2nc1C(F)(F)C(F)F | 2% | -1% | 16% |
| O=C1CC(N(CCc2ccccc2)C(=S)Nc2cc(Cl)ccc2Cl)C(=O)N1c1c(Cl)cccc1Cl (stereo not drawn) | 4% | -3% | -15% |
| CSc1nc(-c2ccco2)nn1C(=O)c1ccc(Cl)cc1 | 0% | · | 2% |
| COc1ccc(O[C@H]2C=C[C@@H](c3ccccc3)O[C@@H]2COC(=O)CC/C(C)=N/OC[C@@H](O)COCc2ccco2)cc1 | 1% | · | 5% |
| COC(=O)c1ccc(C)c(NC(=O)C2COc3ccccc3O2)c1 (stereo not drawn) | 0% | 2% | 4% |
| O=C(Oc1ccc(/C=N/Nc2nc(N3CCCCC3)nc(N3CCCCC3)n2)cc1)c1ccco1 | 4% | -12% | -1% |
| CC(=O)c1c(C)[nH]c(C(=O)OCC(=O)c2c(N)n(CC(C)C)c(=O)n(C)c2=O)c1C | 1% | -11% | · |
| O=C(O)c1ccccc1CSc1ncn[nH]1 | 0% | -17% | -19% |
| Cc1ccc(Oc2nnc(-c3ccc(C)cc3)c3ccccc23)cc1 | 0% | 0% | 11% |
| CCOC(=O)c1c(C)[nH]c(C)c1S(=O)(=O)N(C)CC(=O)N1CCN(c2cccc(C)c2C)CC1 | 8% | -2% | · |
| O=C(NCC(c1ccccc1)N1CCCC1)C1CCN(C(=O)Nc2ccccc2)CC1 (stereo not drawn) | 8% | 0% | -1% |
| CC1=CC(C)C2(CO)COC(c3ccc(O)cc3)C1C2C (stereo not drawn) | -1% | 3% | -3% |
| CCCNC(=O)CC(NS(=O)(=O)c1ccc(OC)cc1)c1ccco1 (stereo not drawn) | 0% | 8% | 12% |
| Cc1cc2c(cc1S(=O)(=O)CCC(=O)NCCc1ccccc1)OCC(=O)N2 | -3% | -3%&-9% | 0% |
| CCCCC(=O)Nc1ccc(C(=O)NCC(=O)OC)cc1 | -1% | -15% | 0% |
| COc1cc2c(C=O)c3c4c(cc(OC)c(OC)c4c2cc1OC)CCN3C | 11%[56.1 µM] | · | -5% |
| CCC(C)NC(=O)Cn1ccc2cc(S(=O)(=O)N3CCCCC3)ccc21 (stereo not drawn) | 1% | 2% | · |
| Nc1c(-c2nc(-c3ccccc3Cl)no2)nnn1-c1ccccc1C(F)(F)F | 8% | 11% | · |
| COc1ccc(C2CC(c3cccc(C(F)(F)F)c3)=NN2c2ccc(S(N)(=O)=O)cc2)cc1 (stereo not drawn) | -9%[56.1 µM] | -8% | · |
| Fc1ccc(CNc2nc(-c3ccccc3)nc3ccccc23)cc1 | -5% | 4% | 14µM* |
| CC1=C(C(=O)OC2CCCCCC2)C(c2cccc(Cl)c2)CC(=O)N1 (stereo not drawn) | 2% | 13% | · |
| CCN(CC)c1ccc(C(=O)NNC(=O)c2cccn2C)cc1 | 0% | -11% | 5% |
| COc1cccc(CNC(=O)COC(=O)c2nc(Cl)c(Cl)c(Cl)c2Cl)c1 | -7% | -8% | · |
| Cc1ccc(NC(=O)CN(C)c2ccc(S(=O)(=O)N3CCCC3)cn2)cc1 | -7% | 18% | 5% |
| Cc1sc(NC(=O)/C=C/C(=O)O)c(C(N)=O)c1-c1ccc(C(C)(C)C)cc1 | 6% | -9% | 8% |
| Cc1noc(C)c1-c1ccc2ncnc(NC(C)c3ccco3)c2c1 (stereo not drawn) | -2%&10% | 0% | -2% |
| S=c1[nH]nc(-c2ccccc2)n1/N=C/c1c[nH]c2ccccc12 | 1% | 6% | -11% |
| Cc1cccnc1N1C(=O)c2ccc(C(=O)O)cc2C1=O | · | -12% | -9% |
| CCN(CC)CCNC(=O)c1ccc2c(c1NCCO)C(=O)c1ccccc1C2=O | 7% | ? | -12% |
| O=c1[nH]c(=O)n(Cc2ccccc2)c2c1C(C(F)(F)F)(C(F)(F)F)N=C(c1ccco1)N2 | 0% | 0% | 8%[12.8 µM] |
| N#CC1=C(S)N(c2ccccc2)C(c2ccc(-c3cc(Cl)ccc3Cl)o2)NC1=O (stereo not drawn) | -5% | -20% | 1% |
| COc1ccc(F)cc1S(=O)(=O)NCC(c1ccco1)N1CCc2ccccc2C1 (stereo not drawn) | -6% | -23% | -1% |
| O=C(Nc1ccccc1F)c1ccc([N+](=O)[O-])s1 | 11% | 2% | -19% |
| COc1ccc(OCCCC(=O)OCC(=O)Nc2nnc(-c3ccccc3)o2)cc1 | 4% | 6% | · |
| N#Cc1c(-c2cccs2)cc(-c2cccs2)[nH]c1=O | · | 10% | 1% |
| O=C(Nc1ccc(Br)cc1)C1CCCC1 | 0% | 0% | -5% |
| O=C(NCCc1ccc(Cl)cc1)C(=O)NCC(c1ccco1)S(=O)(=O)c1cccs1 (stereo not drawn) | 0% | 21% | · |
| N#C/C(C(=O)NCc1ccccc1)=C1\SC(CCO)C(=O)N1c1ccccc1 (stereo not drawn) | 6% | 4% | -6% |

Remaining list, next part.
| Compound | TDP1 inh | FEN1 inh | N370S GC |
| --- | --- | --- | --- |
| c1ccc2c(c1)nnn1c3ccccc3nc21 | 5% | · | 10% |
| CC(C)NC(=O)C1CCN(C2CCN(Cc3nc(C(C)C)cs3)CC2)CC1 | 0% | 22% | 3% |
| Cc1ccc(S(=O)(=O)N2CCCCC2)cc1NC(=O)c1c(-c2ccccc2)noc1C | 0% | 16% | · |
| O=C(COc1ccc(S(=O)(=O)N2CCCC2)cc1)NCc1ccccn1 | 7%[0.0935 µM] | 0% | -1% |
| N#C/C(=C\c1c[nH]c2ccccc12)C(=O)NCC1CCCO1 (stereo not drawn) | 4% | -13% | -5% |
| CCC(=O)Nc1nc2cc(OC)ccc2s1 | -6% | -7% | 5% |
| Cn1nc(OC(=O)Nc2ccc(Cl)cc2)cc1C(F)(F)F | -14% | · | 0% |
| CN(C(=O)/C=C/c1ccc2c(c1)OCO2)c1ccccc1 | 2% | 0% | 4% |
| CC1CCCCN1S(=O)(=O)c1ccc(C(=O)Nc2nnc(-c3cccs3)o2)cc1 (stereo not drawn) | 11% | -7% | -4% |
| CC(C)N(Cc1nc(-c2ccccc2)no1)C(=O)Cc1ccccc1 | -2% | -15% | 14% |
| CCc1ccc(NC(=O)COC(=O)C2(c3ccc(Cl)cc3)CCCC2)cc1 | -3% | -5% | ? |
| COc1ccc(-c2nnc(SC(C)C#N)o2)cc1 (stereo not drawn) | 3% | -5% | 6% |
| O=C(Nc1cc2c(=O)n(-c3ccc(Oc4ccccc4)cc3)ccc2oc1=O)c1ccccc1 | 4% | 4% | 7% |
| Cn1c(=O)oc2cc(S(=O)(=O)N3CCN(c4ccccc4)CC3)ccc21 | -2% | -1% | -2% |
| CN(Cc1ccccc1)S(=O)(=O)c1ccc2c(c1)n(C)c(=O)n2C | -2% | -4% | -10% |
| Cc1cc(OCC(=O)c2ccc(F)cc2)ccc1N1C(=O)CCC1=O | 9% | -7% | -6% |
| O=C(COC(=O)c1c[nH]c2ccccc12)Nc1ccccc1 | 0% | -8% | · |
| COc1ccc(N2CC(NC(=O)NCCC(C)C)CC2=O)cc1 (stereo not drawn) | 3% | -1% | 3% |
| COc1ccccc1CNC(=O)C1CCCN(c2cnccn2)C1 (stereo not drawn) | 2% | -16% | -5% |
| COc1cccc(NC(=O)Cn2c(=O)n(-c3ccc(C)cc3)c(=O)c3ccc(C(=O)NCc4ccco4)cc32)c1 | -2% | -1% | · |
| CC(O)c1nc2ccccc2n1CCCc1ccccc1 (stereo not drawn) | 4% | 3% | -8% |
| COc1cccc(NC(=O)CC2C(=O)NC3CCCCC3N2C(=O)c2ccc(F)cc2)c1 (stereo not drawn) | 2% | -7% | 0% |
| CCCCc1nnc(NC(=O)COc2ccc3c(C)cc(=O)oc3c2)s1 | -1% | · | 2% |
| NC(=O)CC(NC(=O)c1cccc(Br)c1)c1ccc(N2CCN(c3ccc(F)cc3)CC2)c([N+](=O)[O-])c1 (stereo not drawn) | · | -8% | -4% |
| C[n+]1ccccc1/C=N/O | -5%[56.1 µM] | -1%&21% | -10%&14%&15% |
| CC(=O)Oc1ccc(/C=C2/SC(=S)N(Cc3ccccc3)C2=O)cc1 | · | 9% | -24% |
| CCC(C)NCCOCCOc1ccc(Cl)c2ccccc12 (stereo not drawn) | -4% | -1% | ? |
| O=C(CN1C(=O)NC2(CCOc3ccccc32)C1=O)c1ccc(Cl)cc1 (stereo not drawn) | -7% | 2% | -5% |

Screening results (PubChem)

The order is random (roughly 0.57% active in at least one column).
